# HT1080NT lethal = qHTS for induction of synthetic lethality in tumor cells producing 2HG: qHTS for the HT-1080-NT fibrosarcoma cell line; HT-1080-NT fibrosarcoma viability, CellTiter-Glo ATP luminescence, 48 h; Potency, µM (doses to about 46.1 µM), for inactives: top-dose activity, negative = less viability, most hits filed as cytotoxic; 360,000 compounds, 1.6% hits; AID 686970, 2013;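 also: NT is the 2HG producing partner of a matched IDH1 knockdown line; potency is read from the fitted curve at half-maximal effect; 0% = DMSO-treated cells and -100% = media-only wells without cells; nearly all actives have a fitted effect of over 55% in size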
#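 HT-1080-NT; 750 cells/well; 5% FBS RPMI; 48 h compound, 37 degrees C; CellTiter-Glo luminescence; curve fitting and curve-class assignment.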
# ATXN2 expr inh = Primary qHTS for Inhibitors of ATXN expression; AID 1745845, 2022; 360,000 compounds, 0.72% hits; HEK-293 ATXN2-luciferase reporter, luminescence, 24 h; Potency, µM (highest dose often 57 µM), for the others: at the top dose activity change, negative = inhibition, most hits filed as inhibitors; also: potency is read from the fitted curve at half-maximal effect; % is scaled to controls: 0 for no effect and ±100 for the full control effect; nearly all actives have a fitted effect of over 55% in size
#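 qHTS (up to 57 uM final) was run with 24 h compound exposure of reporter cells at 37 °C. Each well was multiplexed: SteadyGlo luminescence measured ATXN2-luciferase expression after a fluorogenic Gly-Phe-AFC viability readout (25 uM final).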
# IL1B secr inh = qHTS for Inhibitors of Inflammasome Signaling: IL-1-beta AlphaLISA Primary Screen; THP-1 LPS/ATP IL-1B secretion, AlphaLISA, 16 h; hits give low values; activity change, % at 57.5 µM; 360,000 compounds, 4.7% hits; in the data active = activity change below about -50%; inconclusive = mostly about -30% to -49%; also: % is scaled to controls: 0 for no effect and ±100 for the full control effect
#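 Secreted IL-1B measured by AlphaLISA bead assay after 16 h compound exposure of THP-1 cells; compounds (final up to 57.5 uM) added 1 h before LPS (250 ng/mL) and ATP (1.25 mM) stimulation; lower signal means less secretion.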
# MCF10A rerep = A quantitative high throughput screen for small molecules that induce DNA re-replication in MCF 10a normal breast cells | MCF 10A DNA re-replication, Hoechst nuclear intensity, 48 h | Potency, µM (highest dose often 46.1 µM), inactives show at the top dose activity, positive = re-replication, hits mostly activators | 350,000 compounds, 2.9% hits | AID 624296, 2012; also: potency is read from the fitted curve at half-maximal effect; % of control where 0% means no effect; nearly all actives have a fitted effect of over 50% in size
# S2 tox = Viability Counterscreen for Primary qHTS for Inhibitors of ATXN expression; S2 cells (HEK-293 line with an ATXN2-luciferase reporter) viability, CellTiter-Fluor protease fluorescence, 24 h; Potency, µM (highest dose often 56.7 µM), hits mostly cytotoxic; 400,000 compounds, 0.49% hits; also: potency is read from the fitted curve at half-maximal effect; nearly all actives have a fitted effect of over 40% in size
# HT1080 IDH1KD tx = qHTS for induction of synthetic lethality in tumor cells producing 2HG: qHTS for the HT-1080-IDH1KD cell line | HT-1080 IDH1 knockdown viability, ATP luminescence, 48 h | Potency, µM (titrated, usually from 46.1 µM), inactives show top-dose activity, negative = toxicity, actives largely listed as cytotoxic | 360,000 compounds, 2% hits;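 also: potency is read from the fitted curve at half-maximal effect; 0% = DMSO wells and -100% = cell-free medium wells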
#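 % activity derives from luminescence (CellTiter-Glo), normalised to DMSO and no-cell wells. HT-1080-IDH1KD cells, 750/well, had 48 h compound exposure at 37 °C.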
# KB-3-1 tox = qHTS assay for MDR1-selective chemotherapeutics: Primary screen using the parental adenocarcinoma cell KB-3-1 | KB-3-1 viability, CellTiter-Glo ATP luminescence, 72 h | Potency, µM (titrated, usually from 46.1 µM), for the others: top-dose activity change, negative = cytotoxic, most hits filed as cytotoxic | 400,000 compounds, 1.4% hits; also: potency is read from the fitted curve at half-maximal effect; % is scaled to controls: 0 for no effect and ±100 for the full control effect; nearly all actives have a fitted effect of over 60% in size
#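 KB-3-1 cells, DMEM (no phenol red) + 10% FBS; compound by pin transfer, 72 h, 37 °C. Readout: CellTiter-Glo luminescence after 10 min. Data normalized, curve-fitted.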
# SW480 rerep = A quantitative high throughput screen for small molecules that induce DNA re-replication in SW480 colon adenocarcinoma cells; SW480 DNA re-replication, Hoechst DNA content imaging, 48 h; Potency, µM (series often up to 46.1 µM), inactives show at the top dose re-replication activation, actives largely listed as activators; AID 624297, 2012; 340,000 compounds, 1.8% hits; also: potency is read from the fitted curve at half-maximal effect; % of control where 0% means no effect; nearly all actives have a fitted effect of over 55% in size
#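 Per well, 250 cells were exposed to pinned compound for 48 hr. Nuclear DNA was visualised with Hoechst (40 min, 37 C) and total object intensity recorded by fluorescence scanning.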
# HepG2 viability = qHTS for Inhibitors of TGF-b: Cytotox Counterscreen; HepG2 CAGA-GFP viability, ATP luminescence, 18 h; Potency, µM (titrated, usually from 46.1 µM), for inactives: at the highest dose activity change, negative = cytotoxicity, most hits filed as cytotoxic; 410,000 compounds, 0.76% hits; also: potency is read from the fitted curve at half-maximal effect; some results filed as inactive show a strong effect at the top dose
#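 HepG2 CAGA-GFP cells (1000/well, DMEM with 1% FBS) received compound, then TGF-beta at 500 pg/mL final, and were incubated 18 hours at 37 degrees C. Viability was read by CellTiter-Glo luminescence. Media-only wells were set as complete cell-killing and DMSO as no toxicity.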
# * hit, by the source's call; i = inactive; ? = inconclusive; · = no result given; [ ] = remark or other dose. Unless noted, calls follow the shape of the dose curve; as a rule, active = well fitted curve in the direction sought with a large enough effect; inconclusive = small, poorly fitted or top-dose-only effect, or another doubt; inactive = no such curve, though single readings can be large; an effect the other way counts as inactive or inconclusive. Compounds as they come; overall some 8.9% were active at least once.
SMILES,HT1080NT lethal,ATXN2 expr inh,IL1B secr inh,MCF10A rerep,S2 tox,HT1080 IDH1KD tx,KB-3-1 tox,SW480 rerep,HepG2 viability
CCOc1ccccc1NC(=O)C1CC(=O)n2ncnc2N1 (configuration not stated),-2%,7%,-10,22%,i,4%,?,0%,8%
O=C(COC(=O)c1ccncc1)c1ccc(Cl)c(Cl)c1,20%,0%,-7,-11%,i,17%,-3%,-8%,5%
CC(NS(=O)(=O)c1ccc(F)cc1)C(c1cccs1)N1CCOCC1 (configuration not stated),2%,-16%,11,3%,i,8%,-7%,-14%,-10%
Nc1ccc(N2CCOCC2)cc1C(F)(F)F,-18%,-4%,17,1%,i,0%,-7%,0%,6%
CCn1c(C)nc2cc(N)ccc21,-1%,·,10,-3%,i,0%,0%,-8%,19%
NC(=O)C1=C[C@H](c2coc3ccccc3c2=O)C[C@H](OCCCCO)O1,3%,4%,16,-5%,i,4%,0%,-7%,1%
O=C(NCCCN1CCCCC1)C1(S(=O)(=O)c2ccc(Cl)cc2)CC1,1%,4%,-6,1%,i,3%,11%,-7%,2%
CCCCn1c(N)c(N(CC(C)C)C(=O)CCCc2nc3ccccc3s2)c(=O)[nH]c1=O,2%,6%,-5,-2%,i,7%,14%,14%,-9%
O=C(COC(=O)c1cc(-c2ccco2)nc2ccccc12)NCc1ccccc1,-14%,-15%,10,?,i,-13%,3%,-3%,-31%
CN=C(c1ccc([N+](=O)[O-])cc1)N1CCCCC1,8%,·,16,-3%,i,4%,-7%,?,1%
COc1ccccc1CC(=O)Nc1ccc2nc(N3CCC(C)CC3)cc(C)c2c1,·,-3%,·,·,i,·,-8%,·,-7%
CCCc1nc(SCC(=O)NCc2ccco2)c2c(=O)n(C)c(=O)n(C)c2n1,-13%,-13%,57,3%,i,-5%,?,-2%,-13%
CCOC(=O)CN1CC23C=CC(O2)C(C(=O)NC2CCCCC2)C3C1=O (configuration not stated),0%,1%,-5,-1%,i,2%,7%,-3%,8%
Cc1ccc(OCC(=O)N/N=C\c2cccs2)c([N+](=O)[O-])c1,4%,-10%[11.3 µM],-6,-3%,i,8%,0%,-2%,3%
COc1cc(/C=N/OCC(=O)Nc2ccc(OC(F)F)cc2)ccc1OCc1ccccc1,?,21%,3,?,?,?,23µM*,?,0%
COc1ccc(C(=O)N2CCC(c3nc4ccccc4s3)CC2)cc1Cl,·,?,·,·,?,·,?,·,-31%
CC(=O)Nc1ccc(C(=O)NCCN2CCOCC2)cc1,2%,1%,40,7%,i,11%,12%,7%,11%
Cc1ccc(-c2nnc(Nc3ccc(O)cc3)c3ccccc23)cc1S(=O)(=O)NCCO,6%,·,-10,1%,i,9%,1%,7%,-30%
O=C(NCCc1ccccc1)C(=O)NCc1ccncc1,3%,·,-2,8%,?,5%,1%,-3%,3%
CCOc1cccc(C(=O)NC(=S)Nc2cccc(NC(=O)c3ccccc3Cl)c2)c1,1%,6%,?,-5%,i,-6%,-1%,-14%,-24%
Cc1ccc2nc(N3C(=O)CNC3=S)sc2c1,?,?,·,18µM*,i,16µM*,?,?,-136%
COc1ccccc1NC(=O)N1CCN(c2nnc(C)c3c(C)n(-c4ccccc4)nc23)CC1,·,?,·,·,i,·,-7%,·,-46%
CC(=O)Nc1ccc(Nc2ccc([N+](=O)[O-])cn2)cc1,8%,10%,14,-2%,i,-13%,24%,-3%,-20%
COC(=O)c1ccccc1NC(=O)N1CCc2c(sc3c2CCCC3)C1c1ccc(F)cc1 (configuration not stated),·,-2%,·,·,i,·,10%,·,3%
CC(C)c1ccc(OCc2cc(=O)n3c(-c4ccccc4)csc3n2)cc1,·,8%,·,·,i,·,-3%,·,1%
CCOC(=O)c1ccc(NC(=O)CCS(=O)(=O)c2cccc3nonc23)cc1,8%,3%,3,8%,i,0%,1%,?,-11%
Cc1cccc(NC(=O)CSCC(=O)Nc2cccc(S(=O)(=O)N3CCCCCC3)c2)c1,-10%,-29%,-6,?,?,-26%,0%,1%,-5%
CCOc1cc(C(=O)N2CCC3(CC2)NCCc2[nH]cnc23)cc(OCC)c1OCC,1%,·,-4,0%,i,0%,-1%,-5%,5%
Cc1cc(=O)n(CC(=O)N2CCN(c3ccc(F)cc3)CC2)c2c1c(C)nn2C,·,?,·,·,?,·,-9%,·,-32%
CN(CC(=O)Nc1ccccc1Br)C(=O)c1ccc2c(=O)n3c(nc2c1)CCC3,10%,-3%,-5,-3%,?,4%,14%,-2%,15%

# Limited to SW480 rerep and HepG2 viability (4 entries from above):
Molecule,SW480 rerep,HepG2 viability
O=C(NCCc1ccccc1)C(=O)NCc1ccncc1,-3%,3%
CCOc1cccc(C(=O)NC(=S)Nc2cccc(NC(=O)c3ccccc3Cl)c2)c1,-14%,-24%
Cc1ccc2nc(N3C(=O)CNC3=S)sc2c1,?,-136%
COc1ccccc1NC(=O)N1CCN(c2nnc(C)c3c(C)n(-c4ccccc4)nc23)CC1,·,-46%

# Arranged by the number under IL1B secr inh (descending): three of the compounds above.
structure,IL1B secr inh,SW480 rerep
COc1cc(/C=N/OCC(=O)Nc2ccc(OC(F)F)cc2)ccc1OCc1ccccc1,3,?
O=C(NCCCN1CCCCC1)C1(S(=O)(=O)c2ccc(Cl)cc2)CC1,-6,-7%
CCOc1ccccc1NC(=O)C1CC(=O)n2ncnc2N1 (configuration not stated),-10,0%

# Profiles, looked up by structure. Screens in order: HT1080NT lethal | ATXN2 expr inh | IL1B secr inh | MCF10A rerep | S2 tox | HT1080 IDH1KD tx | KB-3-1 tox | SW480 rerep | HepG2 viability
# CCOc1cc(C(=O)N2CCC3(CC2)NCCc2[nH]cnc23)cc(OCC)c1OCC reads 1% | · | -4 | 0% | i | 0% | -1% | -5% | 5%
# COC(=O)c1ccccc1NC(=O)N1CCc2c(sc3c2CCCC3)C1c1ccc(F)cc1 (configuration not stated) reads · | -2% | · | · | i | · | 10% | · | 3%
# Cc1ccc(-c2nnc(Nc3ccc(O)cc3)c3ccccc23)cc1S(=O)(=O)NCCO reads 6% | · | -10 | 1% | i | 9% | 1% | 7% | -30%

# Further structures:
SMILES,HT1080NT lethal,ATXN2 expr inh,IL1B secr inh,MCF10A rerep,S2 tox,HT1080 IDH1KD tx,KB-3-1 tox,SW480 rerep,HepG2 viability
Cc1ccc(OCc2nnc(SCC(=O)C(C)(C)C)n2Cc2ccco2)cc1,-15%,-22%,-10,?,i,1%[9.24 µM],?,-7%,0%
COc1ccc(CCN(C)C(=O)COc2ccc(N(C)S(=O)(=O)c3ccc(C)cc3)cc2)cc1OC,1%,-6%,-9,0%,i,1%,4%,3%,0%
O=C(/C=C/c1ccc2ccccc2n1)N1CCN(S(=O)(=O)c2ccccc2F)CC1,-12%,·,-76*,?,?,-21%,?,11%,-9%
COc1ccc(CCNC(=O)c2cc(S(=O)(=O)N3CCCCC3)ccc2Cl)cc1,0%,-11%,-2,?,i,0%,-23%,18µM*,-4%
COc1cc(C(=O)Nc2nc(N)n(-c3ccccc3)n2)cc(OC)c1OC,14%,7%,-13,5%,i,10%,12%,-2%[9.22 µM],21%
CC(C)(C)c1ccc(NC(=O)c2ccsc2)cc1,-26%,53%[activator],?,0%,i,?,-9%,-92%[inhibitor],-116%
N#CCC(=O)N/N=C/c1cn(Cc2ccc(Cl)c(Cl)c2)c2ccccc12,?,?,32,?,?,?,-25%,?,-145%
COCCCNC(=O)[C@H](CSCc1ccccc1)N1Cc2ccccc2C1=O,-10%,-16%,16,-9%,i,14%,7%,?,3%
CCOC(=O)c1cnc(-n2nc(C)cc2C)nc1N1CC(C)OC(C)C1 (configuration not stated),7%,·,-10,-1%,·,3%,2%,-12%,3%
CCCCCc1c(O)nc(SCC(=O)NCC2CCCO2)[nH]c1=O (configuration not stated),11%,-22%,23,4%,i,8%,-4%,9%,0%
CS(=O)(=O)N(CC(=O)NCCc1ccccc1)c1cccc([N+](=O)[O-])c1,1%,31%[activator],10,0.65µM*,i,-1%,2%,-34%[inhibitor],1%
FC(F)C(F)(F)C1=CC(c2cccs2)=NCCN1,?,-21%,-17,1%,i,10%,1%,-16%,4%
O=C(CSc1ncccn1)NC1CCCC1,7%,·,18,·,i,7%,0%,·,0%
N#C/C(=C\c1ccc(Cl)cc1)c1nc2ccccc2[nH]1,·,26%,·,·,i,·,18%,·,-17%
CCOc1ccc(S(=O)(=O)NCc2ccncc2)cc1NC(=O)c1ccccc1,3.7µM*,-22%,-9,?,i,23µM*,0.58µM*,1%,6%
CCOC(=O)C1CCN(C(=O)c2ccc(OCC(=O)Nc3ccc(OCC)cc3)c(OC)c2)CC1,-12%,6%,-23,?,i,-11%,-6%,-1%,-7%
Cc1cccc(OCC(=O)NCC(=O)N/N=C/c2cc(Br)ccc2OCc2ccccc2)c1,7%,17%,18,8%,i,11%,16%,?,-16%
CCOC(=O)N1CCC(NC(=O)C2=C(C)C(=O)OC23CCC(C)CC3)CC1 (configuration not stated),2%,2%,20,-4%,i,-3%,15%,-6%,-38%
Cc1cc(C)c(S(C)(=O)=O)c(=O)[nH]1,20%,11%,16,4%,i,17%,18%,-8%,-1%
CCOc1ccccc1CNCCOC,1%,-18%[11.3 µM],18,-1%,i,1%,18%,-4%,0%

# Source: PubChem BioAssay
